TRHR agonist: qHTS for Small Molecule Agonists and Allosteric Enhancers of Human TRH Receptor: Primary Screen for Agonists; 360,000 compounds, 0.18% hits; activation, % at 2 µM; Thyrotropin-releasing hormone receptor (Homo sapiens), P34981; TRHR cells, calcium flux fluo-8, FDSS agonist mode; in the data active means activation above about 30%; further: 0% is about no effect
Target sequence (P34981 whole entry, looked up): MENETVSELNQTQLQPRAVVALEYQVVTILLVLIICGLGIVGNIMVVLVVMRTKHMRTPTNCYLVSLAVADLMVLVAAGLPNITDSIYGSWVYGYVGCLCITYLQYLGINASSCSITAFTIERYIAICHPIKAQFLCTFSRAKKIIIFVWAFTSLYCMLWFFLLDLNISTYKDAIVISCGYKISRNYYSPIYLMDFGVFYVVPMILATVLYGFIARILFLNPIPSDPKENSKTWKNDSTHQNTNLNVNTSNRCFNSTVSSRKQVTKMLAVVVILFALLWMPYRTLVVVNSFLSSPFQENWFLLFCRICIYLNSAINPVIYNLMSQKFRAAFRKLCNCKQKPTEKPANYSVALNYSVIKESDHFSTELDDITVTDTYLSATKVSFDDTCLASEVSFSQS
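Fluo-8-loaded TRHR cells; 10 s baseline, compound added, kinetic Ca2+ fluorescence read 1/s, agonist mode.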
APEX1 inh: qHTS Assay for Inhibitors of the Human Apurinic/apyrimidinic Endonuclease 1 (APE1) | DNA repair nuclease/redox regulator APEX1 (Homo sapiens), P27695 | 350,000 compounds, 0.35% hits | Potency, µM (series often up to 65.8 µM), without a hit: at the top dose activity change, negative = inhibition, hits mostly inhibitors | recombinant APE1, TAMRA/BHQ-2 abasic DNA cleavage fluorescence | AID 2517, 2012;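 further: potency means the concentration at half of the fitted maximal effect; plate controls were vehicle for no effect and reference inhibitor for full effect; nearly all actives have a fitted effect of over 55% in size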
Target sequence (P27695 whole entry, looked up): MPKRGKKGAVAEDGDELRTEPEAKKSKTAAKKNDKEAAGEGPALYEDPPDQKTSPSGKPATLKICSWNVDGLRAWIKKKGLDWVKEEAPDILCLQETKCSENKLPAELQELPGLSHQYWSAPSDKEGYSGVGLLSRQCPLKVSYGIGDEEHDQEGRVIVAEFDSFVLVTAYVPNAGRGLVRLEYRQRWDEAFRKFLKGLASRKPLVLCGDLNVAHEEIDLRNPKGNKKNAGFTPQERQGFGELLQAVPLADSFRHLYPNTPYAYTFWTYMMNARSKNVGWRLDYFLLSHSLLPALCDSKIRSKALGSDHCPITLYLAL
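Substrate: short duplex with […] THF abasic site, 5'-TAMRA and 3'-BHQ-2, 50 nM final. APE1 at 0.75 nM, preincubated 15 min RT with compound. Fluorescence increase from first to third read measured activity.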
ALOX12 inh: Primary qHTS assay for inhibitors of human arachidonate 12S-lipoxygenase (ALOX12): Round 2; purified 12hLO, xylenol orange hydroperoxide absorbance; 580,000 compounds, 1.1% hits; Potency, µM (series often up to 108 µM), for inactives: at the top dose activity change, negative = inhibition, actives largely listed as inhibitors; further: potency means the concentration at half of the fitted maximal effect; on the % scale 0 is the no-effect control and ±100 the full control effect
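Purified human 12hLO at 150 nM in 25 mM Hepes, 0.01% Triton X-100, pH 7.0, preincubated 15 min at room temperature with compound. Reaction started with 40 uM arachidonic acid, 30 min at room temperature. Hydroperoxide measured by Fe-xylenol orange, 573/405 nm absorbance ratio.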
POLB inh: qHTS Assay for Inhibitors of DNA Polymerase Beta | P06746 | Pol beta primer extension/strand displacement, fluorescence kinetic | Potency, µM (doses to about 114 µM), without a hit: at the top dose activity change, negative = inhibition, actives largely listed as inhibitors | 340,000 compounds, 1.3% hits | AID 485314, 2010; further: potency means the concentration at half of the fitted maximal effect; on the % scale 0 is the no-effect control and ±100 the full control effect
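Reaction started by 50 nM substrate onto compound-treated Pol beta (10 nM, 15 min preincubation, room temperature); plates read at 0 min and 10 min. Normalized concentration-effect data fitted by four-parameter Hill equation.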
Pol iota inh: qHTS for Inhibitors of Polymerase Iota | DNA polymerase iota (Homo sapiens), Q9UNA4 | Pol iota fluorescent replication assay, 10 min | Potency, µM (highest dose often 115 µM), for inactives: top-dose activity, negative = inhibition, most hits filed as inhibitors | 390,000 compounds, 1% hits | AID 588590, 2011; further: potency means the concentration at half of the fitted maximal effect
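Pol iota at 10 nM preincubated 15 min with compounds at room temperature; reaction started with fluorescent substrate, 50 nM final. Fluorescence read kinetically at 0 and 10 min; buffer-only wells as negative control.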
POLK inh: qHTS for Inhibitors of Polymerase Kappa; Potency, µM (series often up to 107 µM), inactives show at the highest dose activity, negative = inhibition, hits mostly inhibitors; DNA polymerase kappa (Homo sapiens), Q9UBT6; purified Pol kappa, fluorescent DNA synthesis assay, 10 min; 400,000 compounds, 0.53% hits; AID 588579, 2011; further: potency means the concentration at half of the fitted maximal effect; on the % scale 0 is the no-effect control and ±100 the full control effect
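Kinetic fluorescence screen: compound preincubated 15 min RT with 10 nM enzyme; 50 nM substrate (final) initiates; reads at 0/10 min.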
BLM inh: qHTS Assay for Inhibitors of Bloom's syndrome helicase (BLM) | RecQ-like DNA helicase BLM (Homo sapiens), P54132 | recombinant BLM DNA unwinding, fluorescence dequenching | Potency, µM (series often up to 56.1 µM), without a hit: at the highest dose activity change, negative = inhibition, most hits filed as inhibitors | 350,000 compounds, 0.2% hits | AID 2528, 2010;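 further: potency means the concentration at half of the fitted maximal effect; plate controls were vehicle for no effect and no enzyme for full effect; nearly all actives have a fitted effect of over 35% in size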
ERG-DNA inh: qHTS for Small Molecule Inhibitors of the ERG Ets/DNA interaction | Transcriptional regulator ERG (Homo sapiens), P11308 | fluorescence polarization, His-ERG Ets domain / labelled DNA | Potency, µM (titrated, usually from 76.9 µM), inactives show at the highest dose FP activity, negative = inhibition, hits mostly inhibitors | 370,000 compounds, 0.028% hits; active means well fitted inhibition curve with a large enough effect in the polarisation, with a control signal flat; inconclusive means small, poorly fitted or top-dose-only effect, or effect the other way, or a change in a side signal; inactive means no such curve, though single readings can be large or run the other way; the % refers to the polarisation;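 further: polarization taken with two DNA probes labelled with fluorescein and Texas red; potency means the concentration at half of the fitted maximal effect; % of control where 0% means no effect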
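His-tagged ERG Ets domain (1 uM in the protein solution; 300mM KCl, 50mM Tris-HCl, 1mM EDTA, 1mM DTT, pH 7.5) received compound, then a probe mix of 5 nM fluorescein-DNA and 100nM Texas-615-DNA. Fluorescence polarization was read for both dyes.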
Apoferritin bind: qHTS Assay for Identification of Novel General Anesthetics; Ferritin light chain (Equus caballus), P02791; apoferritin/1-aminoanthracene competitive binding, fluorescence; Potency, µM (titrated, usually from 77.5 µM), for inactives: top-dose activity change, negative = displacement, most hits filed as inhibitors; 350,000 compounds, 0.074% hits; AID 485281, 2010; further: potency means the concentration at half of the fitted maximal effect; on the % scale 0 is the no-effect control and ±100 the full control effect; nearly all actives have a fitted effect of over 20% in size
Target sequence (P02791 2-175 limits assumed): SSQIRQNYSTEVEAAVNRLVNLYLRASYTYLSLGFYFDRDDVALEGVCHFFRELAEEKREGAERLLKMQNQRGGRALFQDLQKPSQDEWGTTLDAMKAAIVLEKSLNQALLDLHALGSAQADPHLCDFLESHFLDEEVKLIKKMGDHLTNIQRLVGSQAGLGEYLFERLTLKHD
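Concentration-response curves derived by four-parameter Hill fitting of normalized fluorescence, where compounds displaced 1-AMA from 10 uM horse apoferritin following a brief 10 min room-temperature incubation; propofol titration acted as positive control.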
Active calls of the source: *; ? = inconclusive; / = no result given; & = joins results of further samples; [ ] = another dose, or the depositor's remark. Unless noted, the call rests on the fitted dose curve; in most records, active means well fitted curve in the direction sought with a large enough effect; inconclusive means small, poorly fitted or top-dose-only effect, or another doubt; inactive means no such curve, though single readings can be large; an effect the other way counts as inactive or inconclusive. Some of the compounds tested, so the mix of outcomes need not match the whole.

Order of results: ALOX12 inh | POLK inh | POLB inh | Apoferritin bind | ERG-DNA inh | BLM inh | TRHR agonist | APEX1 inh | Pol iota inh
[1] CC(C)Oc1ccc(C(=O)Nc2nnc(SCC(=O)N3CCOCC3)s2)cc1
→ -13.3% | -1.6% | -2.2% | -3.7% | -8.6% | 1.7% | -0.2 | 1.1% | 15.2%
[2] COCCCNC(=O)Cn1cnc2sc(C)c(S(=O)(=O)N3CCC(C)CC3)c2c1=O
→ -17.8% | -31.0% | -18.2% | -5.0% | -11.3% | -3.8% | -0.1 | / | -13.7%
[3] C/C(CC(=O)Nc1ccc(N(C)C)cc1)=N\NC(=O)c1ccc(F)cc1
→ 94.5%[activator] | -11.0% | 5.2% | -7.3% | -9.0% | -1.9% | 0.4 | 15.6% | -2.5%
[4] COc1ccc(CNC(=O)[C@@H]2CCCN2C(=O)[C@@H]2Cc3ccccc3CN2C(=O)OC(C)(C)C)cc1
→ 20.0% | -1.9% | 10.4% | -8.9% | 3.9% | -1.1% | 0.5 | 38.0% | 11.8%
[5] Cc1ccccc1N(C)C(=O)C1CCCN(c2ncnc3c2nc2n3CCCCC2)C1 (stereo not drawn)
→ 0.0% | 5.6% | 1.4% | 7.7% | 12.3% | 2.6% | -0.1 | 54.3% | 47.0%[activator]
[6] Cc1ccc(CNC(=O)CCC(=O)N2CC(C)Sc3ccccc32)cc1 (stereo not drawn)
→ 303.7%&-16.8%[activator] | 11.6%&-6.6% | 19.8%&0.2% | ? | 1.4%&-9.2% | -2.5%&-3.7% | -0.9&0.1 | -5.1% | -1.8%&8.2%
[7] CCC(=O)N1CCc2cc(Br)cc(S(=O)(=O)NCCc3ccc(OC)c(OC)c3)c21
→ -24.9% | 0.8% | 5.1% | -11.4% | -1.3% | 2.9% | -0.2 | / | 8.4%
[8] CC1(C)Cc2c(cnn2-c2ccc(F)cc2)C(NC(=O)CCN2CCCCO2)C1 (stereo not drawn)
→ 9.5% | -11.9% | 20.2% | -4.6% | 3.7% | -2.4% | -0.5 | 3.1% | 20.4%
[9] COc1cccc(NC(=O)c2ccc3c(c2)C(=O)N(CC2CCCO2)C3=O)c1 (stereo not drawn)
→ 9.0% | -7.0% | 0.5% | 1.7% | 3.0% | -3.3% | -0.3 | 3.9% | 22.3%
[10] CCN(CC)S(=O)(=O)c1cccc(N=Nc2sc(N)nc2C)c1
→ 2.8% | -15.7% | 3.5% | -20.2% | 13.1% | -14.2% | 0.3 | 5.2% | 142.9%[activator]
[11] CC(NC(=O)Nc1cccc([N+](=O)[O-])c1)c1ccc2c(c1)OCO2 (stereo not drawn)
→ -22.3% | -8.7% | 33.3% | ? | 1.8% | -13.7% | -0.8 | 10.6% | -1.8%
[12] O=S(=O)(NCC1CC1)c1cccc(S(=O)(=O)N2CCCC2)c1
→ 0.3% | -14.4% | -14.9% | -16.7% | -5.5% | -3.1% | 0.1 | -1.9% | 2.8%
[13] COc1ccc(NC2CCCN(C(=O)C3=NN(C)C(=O)CC3)C2)cc1OC (stereo not drawn)
→ 6.0% | -4.8% | 29.1% | -5.8% | 4.8% | -1.9% | 1.0 | 15.8% | 21.5%
[14] CCc1nc2nc(C)c(NS(=O)(=O)c3ccc(F)cc3)c(=O)n2[nH]1
→ -16.5% | -10.6% | -3.4% | 4.1% | 0.5% | 0.0% | -1.7 | 6.6% | 14.9%
[15] O=[N+]([O-])c1ccccc1S(=O)(=O)N(CC(O)CN1CCCCC1)c1ccccc1 (stereo not drawn)
→ -13.9% | -8.4% | -5.6% | -8.4% | -0.7% | 1.6% | 0.4 | 30.4% | -4.6%
[16] O=C(Nc1cccc(C(F)(F)F)c1)OCc1ccncc1
→ 29.7% | -15.3% | / | / | -0.2% | / | / | / | -2.1%[58.9 µM]
[17] CCOC(=O)c1ccccc1NC(=O)Cn1cnc2c(cnn2C(C)(C)C)c1=O
→ 2.9% | -2.7% | 25.9% | -12.3% | 1.2% | 1.1% | -0.4 | -2.7% | 0.6%
[18] CC(Oc1ccccc1)C(=O)Nc1cccc(NC(=O)c2ccco2)c1 (stereo not drawn)
→ 4.2% | -7.8% | -21.8% | -1.4% | 112.2%[activator] | 1.8% | 0.1 | -0.9% | -10.1%
[19] CC1CCN(Cc2nc(-c3ccccc3)no2)CC1
→ -10.9% | -5.3% | 5.7% | -17.7% | 11.0% | 0.4% | 1.1 | 4.8% | 12.3%
[20] CSc1ccc(S(=O)(=O)NCc2ccccc2C)cc1
→ 22.3% | -5.0% | 8.6% | ? | 8.6% | -7.4% | -0.4 | 0.0% | 78.0%[activator]
[21] COc1cc(/C=C/c2cc(C(=O)O)c3ccccc3n2)cc(OC)c1O
→ ? | -11.8% | -18.9% | -17.2% | -1.2% | -13.4% | -0.1 | ? | 5.4%
[22] COc1ccc(CC(=O)Nc2c(C(=O)Nc3ccccc3F)oc3ccccc23)cc1
→ -23.0% | -1.2% | 84.0%[activator] | -4.5% | 2.7% | -1.3% | -0.4 | / | 23.3%
[23] CCc1ccccc1NC(=S)NC1CC2CCC(C1)N2Cc1ccc(F)cc1 (stereo not drawn)
→ ? | -1.5% | -1.6% | -10.0% | -7.9% | -0.6% | 1.1 | 23.9% | -11.1%
[24] O=C(C1CCC(=O)N(C2CC2)C1)N1CCN(c2ccccc2Cl)CC1 (stereo not drawn)
→ -2.6% | -1.2% | 1.9% | 2.7% | -8.3% | 0.6% | 0.6 | 5.3% | -10.7%
[25] O=C(Cn1c(=O)nc(-c2ccccc2)c2ccccc21)NCCc1ccccc1
→ -5.7% | -1.1%[60.1 µM] | ? | 39.4%[activator] | 23.1% | -0.4% | -0.3 | / | 14.3%
[26] Cc1cc(NC(=O)CSc2nc3c(c(=O)n(C)c(=O)n3C)n2C(C)C)no1
→ -9.3%[57.4 µM] | 7.0% | 0.4% | 7.1% | 12.4% | -1.6% | -0.4 | -1.9% | ?

An excerpt from above in order of length of the SMILES, lowest first.
Order of results: ALOX12 inh | POLK inh | POLB inh | Apoferritin bind | ERG-DNA inh | BLM inh | TRHR agonist | APEX1 inh | Pol iota inh
[20] CSc1ccc(S(=O)(=O)NCc2ccccc2C)cc1
→ 22.3% | -5.0% | 8.6% | ? | 8.6% | -7.4% | -0.4 | 0.0% | 78.0%[activator]
[16] O=C(Nc1cccc(C(F)(F)F)c1)OCc1ccncc1
→ 29.7% | -15.3% | / | / | -0.2% | / | / | / | -2.1%[58.9 µM]
[18] CC(Oc1ccccc1)C(=O)Nc1cccc(NC(=O)c2ccco2)c1 (stereo not drawn)
→ 4.2% | -7.8% | -21.8% | -1.4% | 112.2%[activator] | 1.8% | 0.1 | -0.9% | -10.1%
[23] CCc1ccccc1NC(=S)NC1CC2CCC(C1)N2Cc1ccc(F)cc1 (stereo not drawn)
→ ? | -1.5% | -1.6% | -10.0% | -7.9% | -0.6% | 1.1 | 23.9% | -11.1%
[21] COc1cc(/C=C/c2cc(C(=O)O)c3ccccc3n2)cc(OC)c1O
→ ? | -11.8% | -18.9% | -17.2% | -1.2% | -13.4% | -0.1 | ? | 5.4%
[25] O=C(Cn1c(=O)nc(-c2ccccc2)c2ccccc21)NCCc1ccccc1
→ -5.7% | -1.1%[60.1 µM] | ? | 39.4%[activator] | 23.1% | -0.4% | -0.3 | / | 14.3%
[17] CCOC(=O)c1ccccc1NC(=O)Cn1cnc2c(cnn2C(C)(C)C)c1=O
→ 2.9% | -2.7% | 25.9% | -12.3% | 1.2% | 1.1% | -0.4 | -2.7% | 0.6%
[22] COc1ccc(CC(=O)Nc2c(C(=O)Nc3ccccc3F)oc3ccccc23)cc1
→ -23.0% | -1.2% | 84.0%[activator] | -4.5% | 2.7% | -1.3% | -0.4 | / | 23.3%
[15] O=[N+]([O-])c1ccccc1S(=O)(=O)N(CC(O)CN1CCCCC1)c1ccccc1 (stereo not drawn)
→ -13.9% | -8.4% | -5.6% | -8.4% | -0.7% | 1.6% | 0.4 | 30.4% | -4.6%

Source: PubChem BioAssay
